# GPR151 ag: activators of human GPR151 | Q8TDV0 | PathHunter beta-arrestin GPR151 cells, luminescence | activation, % at 11.2 µM | 650,000 tested, 1% active; in the data active means activation above about 4.9%;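 further: 0% = median of compound wells and 100% = cells with positive control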
# Target sequence (Q8TDV0 whole entry, looked up): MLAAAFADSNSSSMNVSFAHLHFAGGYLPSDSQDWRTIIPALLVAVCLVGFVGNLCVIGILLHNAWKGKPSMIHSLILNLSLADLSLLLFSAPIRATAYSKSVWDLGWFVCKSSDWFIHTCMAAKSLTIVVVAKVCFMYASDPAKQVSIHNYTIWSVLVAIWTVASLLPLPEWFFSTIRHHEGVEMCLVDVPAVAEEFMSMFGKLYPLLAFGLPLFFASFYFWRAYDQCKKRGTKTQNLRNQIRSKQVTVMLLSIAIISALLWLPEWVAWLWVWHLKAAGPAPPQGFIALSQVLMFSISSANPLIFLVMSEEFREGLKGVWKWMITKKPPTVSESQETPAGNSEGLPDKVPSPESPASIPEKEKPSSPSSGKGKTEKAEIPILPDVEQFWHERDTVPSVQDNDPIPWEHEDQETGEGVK
# TEAD-YAP block: TEAD-YAP interaction inhibition. HEK-TIYL cells, TEAD-Gal4/YAP UAS-luciferase luminescence. inhibition, % at 9.12 µM. 640,000 tested, 1.4% active. AID 1259422; in the data active means inhibition above about 32%;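 further: 0% = median of test compound wells and 100% = reference inhibitor wells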
# MITF inh: human MITF inhibition, primary screen; O75030; AlphaScreen MITF homodimerization, bead proximity signal; inhibition, % at 2.6 µM; 650,000 tested, 0.91% active; in the data active means inhibition above about 50%;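 further: 0% = vehicle wells with protein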
# Target sequence (O75030 whole entry, looked up): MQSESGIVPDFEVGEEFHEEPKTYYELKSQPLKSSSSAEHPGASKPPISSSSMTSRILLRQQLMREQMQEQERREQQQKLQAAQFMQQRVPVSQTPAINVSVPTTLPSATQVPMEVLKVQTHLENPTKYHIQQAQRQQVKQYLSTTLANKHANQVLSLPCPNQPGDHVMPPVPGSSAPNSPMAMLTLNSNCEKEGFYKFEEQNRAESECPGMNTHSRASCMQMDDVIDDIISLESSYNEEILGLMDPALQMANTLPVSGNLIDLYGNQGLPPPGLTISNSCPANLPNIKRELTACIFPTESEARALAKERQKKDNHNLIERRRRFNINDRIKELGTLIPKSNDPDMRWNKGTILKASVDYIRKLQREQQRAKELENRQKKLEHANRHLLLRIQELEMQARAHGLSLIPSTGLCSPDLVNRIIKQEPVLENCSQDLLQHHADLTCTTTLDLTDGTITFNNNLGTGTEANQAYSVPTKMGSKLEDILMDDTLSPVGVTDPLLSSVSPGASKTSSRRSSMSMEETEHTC
# FBW7 activator: human FBW7 E3 ligase activation, primary screen; normalized activity (activation), % at 26.1 µM; AlphaScreen FBW7–phospho-cyclin E peptide binding, activator screen; 650,000 tested, 0.13% active; Q969H0; AID 1259310; in the data active means normalized activity above about 1.9%;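 further: purified mutant Fbw7 with reduced substrate affinity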
# An asterisk follows results filed as active. The order is random; any-hit rate near 3.5%.
SMILES,GPR151 ag,TEAD-YAP block,MITF inh,FBW7 activator
CCCc1cc(NCCCN(CC)CC)n2c(nc3ccccc32)c1C#N,-2.8,1.8,17.5,0.4
COc1ccc(OC)c(NS(=O)(=O)c2ccccc2)c1,-1.8,2.3,-9.5,0.2
CC1=C(C(=O)OC2CCCC2)C(c2ccc(Br)s2)C2=C(CC(C)(C)CC2=O)N1 (stereo not drawn),-0.5,0.2,12.6,0.0
O=C(COC(=O)c1c(F)cccc1F)c1ccc[nH]1,-2.8,-5.4,-1.6,-0.1
FC(F)Oc1ccccc1C1CC(c2ccc(Br)s2)Nc2ncnn21 (stereo not drawn),-0.8,0.0,5.6,0.2
CCCCCNC(=O)C(=O)C1C(=O)Nc2ccccc21 (stereo not drawn),-0.3,3.4,7.0,0.0
CN1CCN(NC(=O)c2ccccc2CCc2ccccc2)CC1,0.8,-3.1,12.7,0.0
O=C(c1csc(-c2ccccc2)n1)N1CCC(Cn2cccn2)CC1,-3.3,-21.7,0.9,0.3
CC1CCN(C(=O)CCSc2ccc(Cl)cc2)CC1,0.3,-66.2,-15.6,0.0
COCCn1nnnc1C(c1ccc(N(C)C)cc1)N1CCN(c2ccc(F)cc2)CC1 (stereo not drawn),2.3,9.1,-1.9,-0.1
NC(=O)SCC(=O)Nc1cccc(O)c1,-0.1,-0.4,17.1,0.5
C/C(CC(=O)Nc1ccccc1C#N)=N\NC(=O)COc1ccc(C)cc1C,1.2,5.0,-2.1,-0.1
O=C1CC2(CCN(C(=O)c3cc4ccccc4o3)CC2)Oc2ccccc21,-1.7,-1.3,1.9,-0.3
Cc1ccccc1C(=O)Nc1nnc(C2=COCCO2)o1,-0.1,10.6,4.5,-0.2
CCc1ccc(OCCn2cccc2/C=C2/C(=N)N3OC(C)=CC3=NC2=O)cc1,0.0,-5.5,-3.2,-0.1
COc1ccc(/C=C2\C(=O)NC(=O)N(c3cccc(Br)c3)C2=O)cc1OC,0.9,2.2,-4.2,0.1
CN(C)C(=O)c1nc2ccc(Cl)cn2c1CN1CCCC(CN2CCOCC2)C1 (stereo not drawn),0.4,2.4,-4.1,0.6
CC1CCN(C(=O)c2nn3c(c2Cl)NC(c2ccco2)CC3C(F)(F)F)CC1 (stereo not drawn),2.0,14.0,38.7,-0.1
Cc1ccc(Cl)cc1NC(=O)CSc1nnc(CNc2ccc(F)cc2)o1,0.8,-4.3,-7.4,-0.3
COc1ccc(/C=c2/sc3nc(-c4ccc(Cl)cc4)nn3c2=O)c(OC)c1,2.4,11.5,0.2,0.2
CCCCn1c(Cc2ccccc2)nnc1SCC(=O)Nc1cc(C)on1,0.8,-8.3,-2.4,-0.1
Cc1ccc(-n2c(SCC(=O)N3CCOCC3)nnc2-c2cccnc2)c(C)c1,0.7,7.5,-22.1,0.1
COCCn1nnnc1CN1CCN(c2ccc(F)cc2)CC1,0.1,-4.3,17.6,0.2
O=C1CSC(c2cccc(Cl)c2Cl)N1c1ccc(Br)cc1 (stereo not drawn),-0.8,-6.8,4.3,0.0
Cc1c(NC(=O)CSc2nnc3c4ccccc4n(Cc4ccccc4)c3n2)c(=O)n(-c2ccccc2)n1C,1.5,22.2,2.8,0.0
O=C(Nc1nc(-c2cccs2)cs1)c1ccncc1,-1.0,35.3*,12.0,-0.1
O=c1c(Cl)c(N/N=C/c2ccco2)cnn1-c1ccccc1,0.0,15.5,0.1,-0.1
C=CCN1C(=O)C(=O)c2cc(Br)ccc21,0.2,61.5*,15.6,0.1
COc1ccc(C(=O)c2nocc2C(=O)c2ccccc2)cc1,-1.4,3.3,6.5,-0.1
c1ccc(CN2CCN(c3ncnc4scc(-c5ccccc5)c34)CC2)cc1,-0.9,-25.2,13.1,-0.1
Cc1ccc(-c2noc(CN(C)S(=O)(=O)c3ccc(Cl)cc3)n2)cc1,-1.6,-0.8,-4.4,0.0
Cc1ccc(SCC(=O)NNC(=O)C2CCCCC2)cc1,1.3,10.8,10.4,0.1
O=C(c1ccc(-c2ccccc2)cc1)N1CCN(c2ccccn2)CC1,2.9,-17.3,1.4,0.0
Cc1ccc(Oc2ccc(OCC(=O)NCc3ccco3)cc2)cc1,-1.0,18.0,1.2,0.1
CC(=O)C1=C(O)C(=O)N(Cc2cccnc2)C1c1ccccc1Cl (stereo not drawn),-1.8,-6.0,-6.9,0.6
CCN(Cc1ccccc1)C(=O)CCc1nc(-c2ccc(C)cc2)no1,0.8,-3.2,-18.5,0.1
O=C(c1cccnc1)N1CCN(Cc2ccc(F)cc2)CC1,1.4,3.0,78.8*,0.1
CC1=C(C(=O)N2CCOCC2)C(c2ccc(O)c([N+](=O)[O-])c2)C2=C(CC(C)(C)CC2=O)N1 (stereo not drawn),0.3,5.4,12.2,-0.1
O=C(NC(=O)c1ccccc1)Nc1cccc(F)c1,1.5,-29.6,12.0,0.1
CCOc1ccc(-c2ccc(C=O)o2)c([N+](=O)[O-])c1,-0.7,-0.8,9.6,0.0
Cc1cc(=O)[nH]c(SCc2ccccc2C)n1,1.6,-9.7,2.0,0.0
CCN1C(=O)S/C(=C/c2ccc(OC)c(I)c2)C1=O,-0.3,5.2,3.4,0.0
COc1ccccc1C(=O)N=c1sc2c(OC)ccc(OC)c2n1C,-1.1,-15.7,7.7,0.2
COc1ccc(NC(=O)C2=C(C)NC(=S)NC2c2cccc3ccccc23)cc1 (stereo not drawn),-1.4,1.2,10.0,0.1
NS(=O)(=O)c1ccc(NC(=S)N2CCN(CCc3ccccc3)CC2)cc1,1.2,1.4,2.9,0.1
CCCOc1ccc(-c2csc(NC(=O)c3ccc(Cl)s3)n2)cc1,1.4,-4.0,-0.8,-0.1
CCn1c(SCC(=O)c2ccccc2)nc2sc3c(c2c1=O)CCC3,0.9,0.9,5.9,0.0
NC(=O)c1ccc(-c2nc3ccc(C(=O)NC4CCN(Cc5ccccc5)CC4)cc3s2)cc1,1.0,-20.2,-3.8,-0.2
COc1cc([N+](=O)[O-])ccc1NC(=O)CSc1nnc(N)s1,-0.3,-2.3,14.7,0.0
COc1ccc(CNC(=O)CCc2c(C)nc3c(c(C)nn3C)c2C)cc1,1.5,0.8,1.1,-0.1
CC(=O)c1ccc(-n2cnnn2)cc1,1.3,-20.3,13.7,0.1
COCCn1c(Br)nc2c1c(=O)n(C)c(=O)n2C,0.0,5.0,3.8,0.5
Cc1csc2ncc(C(=O)Nc3cccc4ccccc34)c(=O)n12,-1.0,-3.4,11.0,0.1
CN(Cc1ccccc1)S(=O)(=O)c1cc(C(=O)Nc2ccc(Oc3ccccc3)cc2)ccc1F,0.0,61.4*,27.5,0.1
COCCn1c(C)cc(/C=C2\C(=O)NC(=O)N(c3cccc(OC)c3)C2=O)c1C,-1.8,-1.5,6.1,-0.1
CC(=O)c1ccc(NC(=O)C2CCN(c3nnc(-n4cccc4)s3)CC2)cc1,-1.0,-1.6,-15.3,0.4
Nc1nc(F)cc(NCCO)n1,-1.4,5.6,4.8,0.3
COc1ccc(C2CC(=O)C3=C(C2)Nc2ccccc2NC3c2cccs2)cc1OC (stereo not drawn),-0.4,-9.3,-4.2,0.0
CCCc1nnc(SCc2ccc(Br)cc2)n1N,8.4*,-8.0,-0.5,-0.1
O=C(Nc1ccc(NC(=O)c2cc3ccccc3o2)cc1)c1ccccc1,-1.3,-0.2,5.7,0.2
# (further entries)
SMILES,GPR151 ag,TEAD-YAP block,MITF inh,FBW7 activator
CC(O)c1cccc(NC(=O)c2cnn3c2NC(c2ccccc2)CC3C(F)(F)F)c1 (stereo not drawn),0.1,3.9,9.8,0.1
O=C(c1ccc(F)cc1)N1CCN(c2ccc(F)cc2[N+](=O)[O-])CC1,2.5,-9.2,-3.1,-0.1
C(#Cc1cncnc1)c1ccc(CN2CCCC(N3CCOCC3)C2)cc1 (stereo not drawn),4.1,13.4,14.4,0.4
CC(C)n1c(=O)c2oc3ccccc3c2n(CC(=O)Nc2ccccc2)c1=O,-0.2,1.9,2.9,0.0
COC(=O)C1C(O)=C(C=Nc2ccccc2OC)C(=O)CC1(C)C (stereo not drawn),0.6,-2.1,-18.7,-0.2
COc1cc(OC)cc(C(=O)NCC2CCCN(C(=O)c3csc(C(C)C)n3)C2)c1 (stereo not drawn),0.3,6.1,12.6,0.2
CCOC(=O)Cc1csc(SCc2nc3ccccc3c(=O)[nH]2)n1,-1.2,0.8,7.5,0.0
CCOc1cc(C#N)c(NC(=O)c2cccnc2)cc1OCC,0.6,54.7*,-0.7,0.1
c1ccc(Oc2ccc(Nc3nc(-c4ccc(N5CCOCC5)nc4)nc4c3ncn4-c3ccsc3)cc2)cc1,2.2,3.9,-9.5,-0.1
O=C(Cc1ccccc1)c1ccccc1C(=O)N1CCN(C(=O)c2ccccc2C(=O)Cc2ccccc2)CC1,-0.4,-10.4,2.9,-0.1
CC1CN(C(c2ccc(F)cc2)c2sc3ncnn3c2O)CC(C)O1 (stereo not drawn),0.5,0.6,2.4,-0.1
COc1ccc2cc(CNCCN3CCOCC3)c(N3CCSCC3)nc2c1,0.4,-2.0,-4.8,0.1
Nc1nnc(SCC(=O)C2CC2)s1,1.4,-1.9,13.9,0.4
CCOC(=O)c1[nH]c(COC(C)=O)c(C)c1C,0.6,-8.9,-6.7,0.0
COCCCn1c(-c2ccc3c(c2)NC(=O)CO3)csc1=Nc1ccccc1,-5.4,7.1,9.6,-0.2
COc1ccc(N2CCN(C(=O)c3sc4ncnc(N5CCCCC5C)c4c3C)CC2)cc1 (stereo not drawn),1.5,-36.2,7.1,0.0
Cc1ccccc1CC(=O)Nc1cnc2cnc(-c3ccncc3)cn12,-0.1,17.6,-4.6,-0.3
COc1ccc(N(CC(=O)Nc2ccccc2C)S(C)(=O)=O)cc1OC,0.6,-2.4,4.5,0.1
COC(=O)c1ccc(OCc2ccc(Cl)cc2)c(OC)c1,-1.7,-52.9,-14.3,-0.2
O=C(NC1(C(=O)NC2CCCC2)CCCCC1)c1ccc2c(c1)OCO2,-0.8,5.6,3.1,-0.1
Nc1ccc(C(=O)OCc2nc3ccccc3s2)cc1,-1.8,-29.0,7.8,0.1
c1ccc(-n2cnc3c(NCCN4CCOCC4)nc(NCCN4CCOCC4)nc32)cc1,-1.1,6.0,7.1,0.1
CCc1ccc(-c2nc(CS(=O)CC(=O)NCc3ccc(Cl)cc3)c(C)o2)cc1 (stereo not drawn),0.8,8.3,-8.0,0.0
Cc1ccc(N2CCN(c3cc(C)nc4ncnn34)CC2)c(C)c1,0.5,8.0,4.0,0.1

# Molecules listed so far that contain a CF3 group:
SMILES,GPR151 ag,TEAD-YAP block,MITF inh,FBW7 activator
CC1CCN(C(=O)c2nn3c(c2Cl)NC(c2ccco2)CC3C(F)(F)F)CC1 (stereo not drawn),2.0,14.0,38.7,-0.1
CC(O)c1cccc(NC(=O)c2cnn3c2NC(c2ccccc2)CC3C(F)(F)F)c1 (stereo not drawn),0.1,3.9,9.8,0.1

# The listing continues:
SMILES,GPR151 ag,TEAD-YAP block,MITF inh,FBW7 activator
C=C1C(C(=O)N2CCN(C)CC2)C1C(=O)N1CCN(C)CC1 (stereo not drawn),-0.6,0.4,13.5,0.3
COc1ccccc1NC(=O)NNC(=O)C(=O)Nc1ccc(C)c(C)c1,-1.1,-6.7,12.8,0.0
O=C(N/N=C/c1ccccc1C(F)(F)F)c1ccco1,-1.2,-34.6,1.2,-0.1
Cc1ccc(-c2cc(C(F)(F)F)n3nc(C(=O)N(Cc4ccccc4)c4ccccc4)c(Cl)c3n2)cc1,1.2,1.2,8.6,0.0
O=C(COc1ccccc1[N+](=O)[O-])OCc1nc2ccccc2s1,2.7,-38.0,-3.8,0.2
Cc1ncn(-c2ccc(Nc3cc(-c4nocc4-c4ccccn4)ccn3)cc2)n1,0.0,-7.1,47.2,2.8*
O=S(=O)(Nc1ccc2oc(-c3ccccc3)nc2c1)c1ccccc1,1.3,-16.0,-0.3,0.5
O=C1NC(=O)/C(=C\c2ccc(OCc3ccc(Br)cc3)c(I)c2)N1,-0.5,-2.8,-9.1,-0.2
O=C(N/N=C/c1ccccc1Cl)c1ccccc1,-4.5,-41.8,9.1,0.0
C/C(CC(=O)Nc1cc(Cl)ccc1Cl)=N\NC(=O)c1cccc(C)c1O,1.0,-6.7,2.0,0.1
O=C(OC1CCOC1=O)c1ccc(I)cc1 (stereo not drawn),0.4,3.3,15.5,0.4
COC(=O)C1CC(=O)N(Cc2ccccc2)C1 (stereo not drawn),0.8,6.5,-4.7,-0.1
CCN1CCC(N(Cc2ccc(F)cc2)C(=O)Nc2ccccc2C(=O)OC)CC1,-1.5,-6.0,-2.1,-0.3
COc1ccc(-n2ccnc2CN2CCCC(CO)(Cc3cccc(OC)c3)C2)cc1 (stereo not drawn),2.4,4.5,12.8,0.1

# Three of these compounds in another layout:
# Below each compound: GPR151 ag, TEAD-YAP block, MITF inh, FBW7 activator
C/C(CC(=O)Nc1cc(Cl)ccc1Cl)=N\NC(=O)c1cccc(C)c1O
    1.0, -6.7, 2.0, 0.1
O=C(OC1CCOC1=O)c1ccc(I)cc1 (stereo not drawn)
    0.4, 3.3, 15.5, 0.4
COC(=O)C1CC(=O)N(Cc2ccccc2)C1 (stereo not drawn)
    0.8, 6.5, -4.7, -0.1

# An excerpt from above, limited to GPR151 ag and MITF inh:
Structure | GPR151 ag | MITF inh
COc1ccccc1NC(=O)NNC(=O)C(=O)Nc1ccc(C)c(C)c1 | -1.1 | 12.8
O=C(N/N=C/c1ccccc1C(F)(F)F)c1ccco1 | -1.2 | 1.2

# Compound activity: PubChem BioAssay, The Scripps Research Institute Molecular Screening Center
